Compound activity (PubChem BioAssay)
Pol iota inh: inhibitors of human DNA polymerase iota; Q9UNA4; Pol iota fluorescent replication assay, 10 min; Potency, µM (highest dose often 115 µM), inactives show top-dose activity, negative = inhibition, actives largely listed as inhibitors; 390,000 compounds, 1% hits; AID 588590; note: potency is the fitted concentration of half-maximal effect
Target sequence (Q9UNA4 whole entry, looked up): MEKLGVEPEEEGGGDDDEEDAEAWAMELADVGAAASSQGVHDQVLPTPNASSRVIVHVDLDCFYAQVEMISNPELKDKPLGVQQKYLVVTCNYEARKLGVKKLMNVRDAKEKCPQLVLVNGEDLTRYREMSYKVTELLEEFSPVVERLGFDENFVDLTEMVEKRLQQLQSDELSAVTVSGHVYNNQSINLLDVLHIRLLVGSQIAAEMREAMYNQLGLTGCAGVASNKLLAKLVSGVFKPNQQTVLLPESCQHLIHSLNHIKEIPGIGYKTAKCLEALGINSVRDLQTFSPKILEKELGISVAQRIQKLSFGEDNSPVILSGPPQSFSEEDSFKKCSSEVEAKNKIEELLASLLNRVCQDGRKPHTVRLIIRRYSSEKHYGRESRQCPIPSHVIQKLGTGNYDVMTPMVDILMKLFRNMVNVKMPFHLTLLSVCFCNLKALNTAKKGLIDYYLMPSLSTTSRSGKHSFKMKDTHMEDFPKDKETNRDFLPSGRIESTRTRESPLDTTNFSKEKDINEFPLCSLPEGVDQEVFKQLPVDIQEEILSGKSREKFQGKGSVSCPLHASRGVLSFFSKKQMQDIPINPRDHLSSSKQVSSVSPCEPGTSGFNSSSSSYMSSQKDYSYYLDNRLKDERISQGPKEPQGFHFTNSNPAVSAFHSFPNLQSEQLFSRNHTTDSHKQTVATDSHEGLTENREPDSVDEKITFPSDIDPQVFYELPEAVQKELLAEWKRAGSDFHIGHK
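Pol iota at 10 nM preincubated 15 min with compounds at room temperature; reaction started with fluorescent substrate, 50 nM final. Fluorescence read kinetically at 0 and 10 min; buffer-only wells as negative control.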
ERG-DNA inh: blocks human ERG Ets domain binding to DNA | P11308 | fluorescence polarization, His-ERG Ets domain / labelled DNA | Potency, µM (titrated, usually from 76.9 µM), inactives show at the top dose FP activity, negative = inhibition, most hits filed as inhibitors | 370,000 compounds, 0.028% hits | AID 624246; active = well fitted inhibition curve with a large enough effect in the polarisation, with a control signal flat; inconclusive = small, poorly fitted or top-dose-only effect, or effect the other way, or a change in a side signal; inactive = no such curve, though single readings can be large or run the other way; the % refers to the polarisation;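 note: polarization taken with two DNA probes labelled with fluorescein and Texas red; potency is the fitted concentration of half-maximal effect; % of control where 0% means no effect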
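His-tagged ERG Ets domain (1 uM in the protein solution; 300mM KCl, 50mM Tris-HCl, 1mM EDTA, 1mM DTT, pH 7.5) received compound, then a probe mix of 5 nM fluorescein-DNA and 100nM Texas-615-DNA. Fluorescence polarization was read for both dyes.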
APE1 inh: APE1 (human) endonuclease inhibition | P27695 | recombinant APE1, TAMRA/BHQ-2 abasic DNA cleavage fluorescence | Potency, µM (series often up to 65.8 µM), for inactives: top-dose activity change, negative = inhibition, hits mostly inhibitors | 350,000 compounds, 0.35% hits;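 note: potency is the fitted concentration of half-maximal effect; plate controls were vehicle for no effect and reference inhibitor for full effect; nearly all actives have a fitted effect of over 55% in size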
Target sequence (P27695 whole entry, looked up): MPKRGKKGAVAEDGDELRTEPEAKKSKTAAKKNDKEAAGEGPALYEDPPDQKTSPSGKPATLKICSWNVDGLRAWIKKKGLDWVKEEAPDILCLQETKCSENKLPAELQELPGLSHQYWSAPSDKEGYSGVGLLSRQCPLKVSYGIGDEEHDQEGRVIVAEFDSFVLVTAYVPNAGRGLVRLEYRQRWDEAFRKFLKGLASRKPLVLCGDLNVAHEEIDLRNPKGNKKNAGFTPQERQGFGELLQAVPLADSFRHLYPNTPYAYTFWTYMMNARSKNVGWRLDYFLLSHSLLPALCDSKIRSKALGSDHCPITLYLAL
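APE1 at 0.75 nM preincubated 15 min at room temperature with compound. Reaction then started with 50 nM double-stranded THF-abasic substrate labelled with TAMRA/BHQ-2, and 525/598 nm fluorescence read kinetically. Activity taken as third-minus-first read difference, normalized to DMSO and NSC13755 controls.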
POLK inh: DNA polymerase kappa (human) inhibition; Q9UBT6; purified Pol kappa, fluorescent DNA synthesis assay, 10 min; Potency, µM (series often up to 107 µM), without a hit: at the highest dose activity, negative = inhibition, most hits filed as inhibitors; 400,000 compounds, 0.53% hits; note: potency is the fitted concentration of half-maximal effect; % is set by controls: 0 for no effect and ±100 for the full control effect
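Activity was followed as the change in fluorescence between reads at 0 and 10 min after starting the reaction with 50 nM substrate. Beforehand, 10 nM polymerase had been preincubated with compound for 15 min at room temperature.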
Anesthetic bind: binds horse apoferritin like a general anesthetic; P02791; apoferritin/1-aminoanthracene competitive binding, fluorescence; Potency, µM (titrated, usually from 77.5 µM), inactives show at the top dose activity change, negative = displacement, hits mostly inhibitors; 350,000 compounds, 0.074% hits; note: potency is the fitted concentration of half-maximal effect; % is set by controls: 0 for no effect and ±100 for the full control effect; nearly all actives have a fitted effect of over 20% in size
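Apoferritin-based anesthetic binding model; compound displacement of fluorescent 1-AMA measured as endpoint fluorescence after 10 minutes at room temperature, scaled to free-ligand and complex controls.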
BLM helicase inh: Bloom syndrome helicase (human) inhibition. P54132. recombinant BLM DNA unwinding, fluorescence dequenching. Potency, µM (titrated, usually from 56.1 µM), without a hit: top-dose activity change, negative = inhibition, most hits filed as inhibitors. 350,000 compounds, 0.2% hits. AID 2528;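 note: potency is the fitted concentration of half-maximal effect; plate controls were vehicle for no effect and no enzyme for full effect; nearly all actives have a fitted effect of over 35% in size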
Pol beta inh: inhibitors of human DNA polymerase beta; P06746; Pol beta primer extension/strand displacement, fluorescence kinetic; Potency, µM (top dose mostly 114 µM), inactives show at the highest dose activity change, negative = inhibition, actives largely listed as inhibitors; 340,000 compounds, 1.3% hits; AID 485314; note: potency is the fitted concentration of half-maximal effect; % is set by controls: 0 for no effect and ±100 for the full control effect
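10 nM enzyme + cpd, 15 min RT; start with substrate 50 nM final; read 0 min and after 10 min RT. Corrected, normalized data; 4-parameter Hill curve fit.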
ALOX12 inh: ALOX12 (human) lipoxygenase inhibition; purified 12hLO, xylenol orange hydroperoxide absorbance; Potency, µM (top dose mostly 108 µM), for inactives: top-dose activity change, negative = inhibition, usual class: inhibitors; 580,000 compounds, 1.1% hits; AID 1671190; note: potency is the fitted concentration of half-maximal effect; % is set by controls: 0 for no effect and ±100 for the full control effect
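Purified human 12hLO at 150 nM in 25 mM Hepes, 0.01% Triton X-100, pH 7.0, preincubated 15 min at room temperature with compound. Reaction started with 40 uM arachidonic acid, 30 min at room temperature. Hydroperoxide measured by Fe-xylenol orange, 573/405 nm absorbance ratio.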
TRHR ag: activates the human TRH receptor. TRHR cells, calcium flux fluo-8, FDSS agonist mode. P34981. 360,000 compounds, 0.18% hits. activation, % at 2 µM; in the data active = activation above about 30%; note: 0% is about no effect
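Fluo-8-loaded TRHR cells; 10 s baseline, compound added, kinetic Ca2+ fluorescence read 1/s, agonist mode.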
Starred values were filed as active, the others as inactive; i = inactive; u = inconclusive; x = not tested or not shown; & = joins results of further samples; [ ] = remark or other dose. Unless noted, calls come from the whole dose curve; as a rule, active = well fitted curve in the direction sought with a large enough effect; inconclusive = small, poorly fitted or top-dose-only effect, or another doubt; inactive = no such curve, though single readings can be large; an effect the other way counts as inactive or inconclusive. Only part of the results is shown; rates above refer to the full screens.

SMILES,Pol iota inh,ERG-DNA inh,APE1 inh,POLK inh,Anesthetic bind,BLM helicase inh,Pol beta inh,ALOX12 inh,TRHR ag
c1ccc(-c2nnc(C3CC(c4cccnc4)=NO3)o2)cc1 (stereo unspecified),u,3%,3%,-28%,2%,-2%,10%,8%,0.3
CC(C#N)CCC#N (stereo unspecified),8%,13%,2%&4%,8%,x,x,x,9%,0.3
Cc1ccc2c(c1)cc1c(=O)n(CC(=O)N3CCC4(CC3)OCCO4)nc(C)n12,4%,6%,21%,4%,-7%,-7%,97%,0%,-0.1
N#Cc1c(Cl)nc(Cl)c2c1CCN(Cc1ccccc1)C2,u,9%,-2%,-22%,40%[activator],-13%,9%,-32%,-0.9
CC(C)NC(=O)NC1C2CC3CC(C2)CC1C3 (stereo unspecified),11%,8%,2%,-2%,u,0%,-2%,0%,0.5
CC(C)[N+](C)(C)CC(O)CN(c1ccccc1)c1ccccc1 (stereo unspecified),109%[activator],-19%,0%,-19%,-15%,-1%,u,u,-0.2
CCCCn1c(O)c(/C=N/N2CCOCC2)c(=O)[nH]c1=S,2%,1%,-2%,12%,-7%,0%,0%,0%,0.3
COC(=O)C1=C(c2ccc(C(C)=O)cc2)C[C@@H]2CC[C@H]1N2C(=O)NCCOc1ccccc1Cl,-1%,0%,-13%,2%,x,x,x,11%,-0.8
Cn1c(O)c(C(=N)COc2ccccc2)c(=O)n(C)c1=O,8%[58.9 µM],-6%,18%,-3%,-4%,-3%,52%,12%,x
Cc1ccc(-n2c(/C=C\c3ccc(F)cc3)nc3ccccc3c2=O)cc1Cl,19%,-3%,x,-12%[60.1 µM],-4%,-11%,-1%,5%,-0.6
CC(C)C(=O)Nc1ccc(N2CCN(C)CC2)c(F)c1,50%[activator],0%,1%,-19%,-9%,-24%,-29%,-1%,1.3
Cc1cccc(NC2=NCCCS2)c1,32%[activator],-4%,0%,0%,-1%,-3%,-2%,0%,-0.1
CCC(C)C(=O)OC1C2CC3=C4CC(=O)OC(c5ccoc5)[C@]4(C)CCC3[C@@](C)(C2=O)C(CC(=O)OC)C1(C)C (stereo partly specified),x,x,u,-9%[60.1 µM],-13%,-8%,x,x,x
NCCc1c[nH]c2ccc(C(N)=O)cc12,-6%,4%,27%&1%&2%&-11%,4%[60.1 µM],x,-9%,-8%[57.1 µM],u,-0.1
O=c1[nH]c(=O)n(C2CCCCCC2)c(O)c1C=NCc1cccnc1,-22%[58.9 µM],-1%,1%,-4%,2%,0%,-1%,i,0.3
O=C(Nc1ccc(Cl)cc1)OC1CN2CCC1CC2 (stereo unspecified),131%[activator],-6%,2%,-1%,-9%,-6%,54%,u,1.7
O=c1[nH]c(=S)n(Cc2ccc(F)cc2)c(O)c1C=NCCCn1ccnc1,9%[58.9 µM],-2%,1%,-12%,6%,-6%,8%,43%[activator],0.0
CCCN1C[C@H](C)N([C@H](c2ccc(C(=O)N(CC)CC)cc2)c2cccc(OC)c2)C[C@H]1C,x,x,17%&-2%,-5%&-5%[19.4 µM],3%,-4%,x,13%&74%,x
Cc1ccc2c(c1)C1CN(C)CCC1N2C(=O)c1ccccc1NS(=O)(=O)c1cccc(C(F)(F)F)c1 (stereo unspecified),10%,3%,0%,-14%,0%,-9%,u,u,0.3
Cc1cccc(Cn2cccc(C(=O)Nc3ccc(F)cc3F)c2=O)c1,12%,5%,x,-3%[60.1 µM],3%,-1%,-17%,-20%,1.0
Cc1c(C)c2cc(Cl)c(OCC(=O)N3C[C@H]4C[C@@H](C3)c3cccc(=O)n3C4)cc2oc1=O,-6%,11%,-12%,-4%,-11%,5%,0%,3%,-0.1
C=CCn1c(O)c(/C=N/NC(=O)c2ccncc2)c(=O)[nH]c1=O,123%[activator],2%,1%,-3%,3%,-2%,16%,0%,0.1
CCOc1cc(-c2c(C#N)c(=O)[nH]c3c2c(C)nn3-c2ccc(F)cc2)ccc1O,u,-4%,0%,-1%,-7%,2%,-2%,0%,-0.4
CCOCCCNC(=O)CN1C2CCC1CC(O)(c1ccc(OC)cc1)C2 (stereo unspecified),5%,x,2%,-8%,-6%,1%,5%,10%,0.6
O=CC(Cl)P(=O)(N1CCCCC1)N1CCCCC1 (stereo unspecified),-3%,2%,-2%,-5%,-7%,-2%,33%,-10%,0.5
COc1ccccc1-n1c(-c2ccoc2)nc2ccccc2c1=O,8%,8%,10%,-6%,-9%,1%,27%,-23%,-0.4
COc1cccc(OC)c1C(=O)NC(=S)N1C[C@H]2C[C@H](C1)c1cccc(=O)n1C2,15%,4%,14%,3%,-3%,0%,15%,-28%,0.3
CCOC(=O)Cc1[nH]nc2c1C(c1ccoc1)C(C#N)=C(N)O2 (stereo unspecified),u,x,-14%,-7%,2%,-1%,0%,20%,1.1
Clc1ccccc1C(c1ccccc1)(c1ccccc1)n1cccn1,x,x,-5%,6%[60.1 µM],51%[activator],-9%,x,-4%[57.4 µM],x
CCOP(=S)(OCC)Oc1cc(C)oc(=O)c1,u,-9%,-3%,-17%,-1%,0%,u,-6%,-1.1
CC(C)C(=O)Nc1ccc(S(=O)(=O)N2CC3CC(C2)c2cccc(=O)n2C3)cc1 (stereo unspecified),-15%,7%,-2%,-6%,6%,-5%,3%,2%,0.3
Oc1ccccc1C1NCc2ccccc2-n2cccc21 (stereo unspecified),-11%,-7%,-8%,-12%,-2%,-5%,3%,u,0.5
S=P(Nn1cnnc1)(c1ccc(Br)cc1)c1ccc(Br)cc1,1%,15%,1%,2%,-7%,-28%,6%,-28%,1.5
C[N+]1(CC2COC(c3ccco3)O2)CCCCC1 (stereo unspecified),87%[activator],2%,17%,-15%,-1%,-3%,47%[activator],u,4.3
O[C@@H]1[C@H](O)[C@H]2[C@@H](O)CCN2C[C@@H]1O,x,x,13%,-6%[19.4 µM],x,4%,x,0%,x
CC(=NCCCO)c1c(O)n(Cc2ccccc2)c(=O)[nH]c1=O,3%,4%,5%,-2%,1%,-3%,-1%,-4%,2.2
COc1cccc(C2SCC(=O)Nc3c2c(C)nn3-c2ccc(C)c(Cl)c2)c1OC (stereo unspecified),1%,0%,x,5%,u,-2%,-8%,-21%,-0.7
CSc1ncc(/C=C2/C(=O)NC(=O)N(C)C2=O)cn1,13%,21%,-4%,-6%,-20%,-1%,0%,u,0.4
CCCC(C)C(=O)NC1CCSC1=O (stereo unspecified),6%,0%,0%,0%,-17%,2%,1%,-2%,0.2
COC(=O)C1=C(C)N(Cc2ccco2)C(=O)/C1=C\c1ccc(N(C)C)cc1,15%,2%,7%,u,-3%,-3%,30%,-10%,-0.9
COc1ccc(C(=O)Nc2ccc(-c3cc(C(F)(F)F)nn3-c3ccccc3)cc2)cc1OC,u,1%,x,-10%[60.1 µM],-7%,-15%,u,-12%,1.5
Nc1c(C(=O)Nc2ccc(F)c(Cl)c2)sc2nc3c(cc12)N1CCC3CC1,-12%,3%,x,6%,28%,-11%,-7%,u,0.7
C[C@]12CC[C@H]3[C@@H](CCC4=CC(=O)CC[C@@H]43)[C@@H]1CC[C@@H]2O,15%,-9%,31%&1%,0%,3%,7%,x,-8%,x
CC1NCCC2(O)CCCCC12 (stereo unspecified),-15%,5%,3%,-8%,0%,-1%,3%,-1%,2.5
CN1CCCCC1Cn1cc(C(=O)c2cc([N+](=O)[O-])ccc2I)c2ccccc21 (stereo unspecified),x,x,2%,-15%[60.1 µM],-2%,-7%,x,x,x
O=C1NC(=O)N(Cc2ccco2)C(=O)/C1=C\c1ccc(-c2ccc(F)cc2)o1,11µM*,0%,u,u,u,u,u,u,0.9
CCOP(=O)(OCC)C(NC(=O)c1cccc2ccccc12)C(Cl)(Cl)Cl (stereo unspecified),-3%,8%,4%,-1%,10%,6%,28%,-17%,-1.7
CCOC(=O)C1(c2ccccc2)Oc2ccccc2C(c2ccc(OC)cc2)=C1C(=O)OC (stereo unspecified),-17%,10%,-6%&7%,-7%,-3%,-3%[75.6 µM],x,-51%,x
Cc1onc(-c2c(Cl)cccc2Cl)c1/C(N)=N/OC(=O)N(C)C,60%[activator],-2%,0%,-17%,1%,-1%,3%,0%,0.7

One compound at a time, as listed above. Order of values: Pol iota inh, ERG-DNA inh, APE1 inh, POLK inh, Anesthetic bind, BLM helicase inh, Pol beta inh, ALOX12 inh, TRHR ag
Record of O=C1NC(=O)N(Cc2ccco2)C(=O)/C1=C\c1ccc(-c2ccc(F)cc2)o1 → 11µM*, 0%, u, u, u, u, u, u, 0.9
Record of CCOC(=O)C1(c2ccccc2)Oc2ccccc2C(c2ccc(OC)cc2)=C1C(=O)OC (stereo unspecified) → -17%, 10%, -6%&7%, -7%, -3%, -3%[75.6 µM], x, -51%, x
Record of CCOP(=O)(OCC)C(NC(=O)c1cccc2ccccc12)C(Cl)(Cl)Cl (stereo unspecified) → -3%, 8%, 4%, -1%, 10%, 6%, 28%, -17%, -1.7
